# From PubChem
# Epigenetic derep – derepresses silenced GFP reporter in murine cells | murine LDR cells, GFP reporter derepression, 30 h | Potency, µM (highest dose often 53.9 µM), without a hit: top-dose GFP activation, actives largely listed as activators | 280,000 compounds, 0.2% hits | AID 1865; note: potency is the fitted concentration of half-maximal effect; % of control where 0% means no effect; nearly all actives have a fitted effect of over 60% in size
#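 Murine LDR cells bearing a silenced CMV-driven GFP reporter were exposed to compound for 30 h at 37 C. After PBS washes, GFP-positive cells (20-120 um objects) counted by laser-scanning microplate cytometry.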
# HttQ103 aggreg – reduces HttQ103-GFP aggregates in PC12 cells; PC12 HttQ103-GFP aggregates, Acumen cytometry, 40 h; Potency, µM (highest dose often 46.1 µM), for the others: at the top dose activity change, negative = inhibition, most hits filed as inhibitors; 220,000 compounds, 1.1% hits; AID 1688; note: potency is the fitted concentration of half-maximal effect; % is set by controls: 0 for no effect and ±100 for the full control effect; nearly all actives have a fitted effect of over 60% in size
#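 Read-out: GFP aggregate count by laser scanning cytometer (488 nm excitation, 500-530 nm emission, 1–25 µm objects >6 SD above background). Cells: PC12, inducible HTTex1-Q103-GFP, 100 nM tebufenozide; compounds titrated.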
# CBFb RUNX1 block – CBF-beta/RUNX1 interaction disruption; Q01196+Q13951; 230,000 tested, under 10 active; Potency, µM (highest dose often 59.8 µM), inactives show at the highest dose activity, negative = inhibition, most hits filed as inhibitors; AlphaScreen CBFb-His/RUNX1-biotin binding, biochemical; note: % of control where 0% means no effect
# Target sequence (Q01196 whole entry, looked up): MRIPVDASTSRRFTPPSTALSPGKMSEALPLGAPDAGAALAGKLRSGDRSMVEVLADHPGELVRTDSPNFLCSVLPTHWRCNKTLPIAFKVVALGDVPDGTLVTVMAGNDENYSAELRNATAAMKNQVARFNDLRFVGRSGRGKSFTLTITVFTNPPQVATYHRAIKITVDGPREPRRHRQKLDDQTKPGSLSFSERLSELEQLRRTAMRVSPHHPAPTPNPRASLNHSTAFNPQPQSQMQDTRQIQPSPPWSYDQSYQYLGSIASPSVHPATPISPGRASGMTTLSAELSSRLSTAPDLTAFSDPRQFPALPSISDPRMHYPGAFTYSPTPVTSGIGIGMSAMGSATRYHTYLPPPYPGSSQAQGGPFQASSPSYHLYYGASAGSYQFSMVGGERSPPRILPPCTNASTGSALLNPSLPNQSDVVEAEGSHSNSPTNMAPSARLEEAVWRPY
# Target sequence (Q13951 whole entry, looked up): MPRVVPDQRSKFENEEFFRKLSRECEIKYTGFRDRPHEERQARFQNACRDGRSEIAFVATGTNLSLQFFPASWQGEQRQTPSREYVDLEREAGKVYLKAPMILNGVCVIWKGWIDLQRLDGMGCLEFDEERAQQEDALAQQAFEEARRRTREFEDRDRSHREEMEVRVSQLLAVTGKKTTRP
#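 AlphaScreen binding: CBFb-His and RUNX1-biotin (30 nM each) preincubated 20 min, compound added for 15 min, then nickel and streptavidin beads for 90 min, all at room temperature. Disruption of the interaction by any mechanism counts as activity.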
# IMPase Li cell – cell-permeable IMPase inhibitors with lithium potentiation; CHO-M1 cells, IP1 TR-FRET (IP-One), carbachol + lithium; Potency, µM (highest dose often 59.4 µM), for the others: at the top dose activity, negative = IMPase inhibition, actives largely listed as inhibitors; 210,000 compounds, 0.35% hits;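 note: IP1 builds up when IMPase is blocked and the TR-FRET signal falls; potency is the fitted concentration of half-maximal effect; plate controls were basal vehicle for no effect and high inhibitor control for full effect; nearly all actives have a fitted effect of over 50% in size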
#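 IP1 accumulation measured by competitive TR-FRET in lysed CHO-M1 cells after 30 min compound exposure at 37C, with a small lithium addition to potentiate weak responses. Hill-equation AC50 from ratio and donor-channel data.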
# Luc counter – Kinase-Glo luciferase inhibition (counter-screen) | Kinase-Glo luciferase, ATP luminescence, 8 min | Potency, µM (doses to about 38.3 µM), inactives show at the highest dose activity change, negative = inhibition, actives largely listed as inhibitors | 200,000 compounds, 0.28% hits | AID 1379; note: potency is the fitted concentration of half-maximal effect; % is set by controls: 0 for no effect and ±100 for the full control effect; nearly all actives have a fitted effect of over 60% in size
#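 Luminescence was the read-out, taken after 8-minute incubation at ambient temperature. Luciferase turned over luciferin with 10 uM ATP in imidazole pH 7.2 buffer containing KCl, MgCl2, Tween 20 and BSA.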
# NPSR antagonist – neuropeptide S receptor (human) antagonism, cAMP | CHO-NPSR cells, cAMP TR-FRET, antagonist mode | Potency, µM (highest dose often 38.3 µM), inactives show top-dose activity change, negative = inhibition, usual class: inhibitors | 220,000 compounds, 1% hits | AID 1461; note: potency is the fitted concentration of half-maximal effect; % is set by controls: 0 for no effect and ±100 for the full control effect; nearly all actives have a fitted effect of over 50% in size; many of its hits are not listed in these tables
# Target sequence (Q6W5P4 whole entry, looked up): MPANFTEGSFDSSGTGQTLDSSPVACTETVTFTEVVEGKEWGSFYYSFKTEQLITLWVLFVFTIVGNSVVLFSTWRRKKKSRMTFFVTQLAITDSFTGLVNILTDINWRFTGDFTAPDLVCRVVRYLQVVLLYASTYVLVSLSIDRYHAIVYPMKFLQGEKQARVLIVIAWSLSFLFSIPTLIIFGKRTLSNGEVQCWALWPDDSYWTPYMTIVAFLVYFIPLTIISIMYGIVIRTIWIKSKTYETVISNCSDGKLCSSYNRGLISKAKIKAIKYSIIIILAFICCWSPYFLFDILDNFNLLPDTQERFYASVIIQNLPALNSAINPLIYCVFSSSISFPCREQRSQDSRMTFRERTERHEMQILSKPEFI
# L3MBTL1 inh – blocks human L3MBTL1; Q9Y468; AlphaScreen L3MBTL1–H3K9me1 peptide binding; AID 485360; Potency, µM (top dose mostly 57.1 µM), for inactives: at the highest dose activity, negative = inhibition, most hits filed as inhibitors; 230,000 compounds, 0.66% hits; note: potency is the fitted concentration of half-maximal effect; % is set by controls: 0 for no effect and ±100 for the full control effect; nearly all actives have a fitted effect of over 60% in size
#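 AlphaScreen assay: L3MBTL1 (50 nM final) was preincubated 30 min at room temperature with biotinylated H3(1-15)K9me1 peptide (75 nM final), then 30 min with library compounds; streptavidin donor and nickel chelate acceptor beads (10 ug/mL final) added, 30 min dark.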
# The depositor's hits bear a star; ? = inconclusive; . = not tested or not shown; & = joins results of further samples; [ ] = another dose, or the depositor's remark. Calls come from the whole dose curve; as a rule, active = well fitted curve in the direction sought with a large enough effect; inconclusive = small, poorly fitted or top-dose-only effect, or another doubt; inactive = no such curve, though single readings can be large; an effect the other way counts as inactive or inconclusive. These rows are one share of the data, so the mix of outcomes need not match the whole.
SMILES,Epigenetic derep,HttQ103 aggreg,CBFb RUNX1 block,IMPase Li cell,Luc counter,NPSR antagonist,L3MBTL1 inh
CCOc1ccc(Br)cc1C(=O)Nc1ccc(C(=O)NCC(C)C)cc1,0.3%,26%,-22%,10µM*,2%,?,31%[activator]
O=C(Oc1c(Br)cc([N+](=O)[O-])cc1Br)c1cccnc1,-3.2%,35µM*,4%,-1%,1%,7%,1%
CCOc1ccc(OCC)c(NC(=O)CSc2nc3c(c(=O)n(C)c(=O)n3C)n2CC)c1,-0.1%,-6%,0%,20%[38.3 µM],1%,-15%[46.1 µM],-9%
COc1cc(/C=N/NC(=O)c2cccs2)ccc1O,0.0%,-10%[9.22 µM],2%,.,.,-3%,0%
CCCCc1c(C)nn(-c2nnc3c4ccccc4n(C)c3n2)c1C,0.0%,?,-27%,-2%[38.3 µM],-3%,-20%[46.1 µM],-15%
COCCNC(=S)N/N=C/c1ccc(N2CCOCC2)cc1,0.0%,-11%,-4%,-6%,-1%,-13%,-5%
Cc1onc(-c2c(F)cccc2Cl)c1C(=O)N[C@H]1C(=O)N2[C@H]1SC(C)(C)[C@H]2C(=O)O,-1.4%[16.9 µM],.,-6%[21.7 µM],-1%,0%[17.1 µM],.,.
N#Cc1c(NC(=O)CN2CCN(C(=O)c3ccco3)CC2)sc2c1CCCCC2,0.0%,?,-19%,-13%[38.3 µM],9%,-23%[46.1 µM],8%
Fc1cccc(Cn2ccc(-c3ccc4c(c3)OCO4)n2)c1,-0.9%,0%,20%,1%,0%,-9%[46.1 µM],17%
CCn1c(SCC(N)=O)nc2sc3c(c2c1=O)CCN(C)C3,-1.3%,-13%[9.22 µM],8%,.,.,2%,-8%
COC(=O)Cn1c(=NC(=O)c2ccc(Cl)s2)sc2cc(C)ccc21,1.0%,-13%,13%,-27%,-10%,?,39%[activator]
Cn1c(CN2CCOCC2)nnc1SCC(=O)NCCc1ccccc1,-1.1%,7%,4%,21%[38.3 µM],3%,-12%[46.1 µM],.
COc1cc(C(=O)N/N=C2\CCS(=O)(=O)c3ccc(F)cc32)cc(OC)c1OC,0.7%,-11%,-1%,1%,-1%,7%,-5%
Cc1cc(OCC(=O)NCCO)cc(C)c1Cl,1.9%,17%,1%,-5%[38.3 µM],-4%,13%[46.1 µM],1%
O=C1CNC(=O)N1CC(O)Cn1c2ccccc2c2ccccc21 (configuration not stated),0.3%,9%,4%,-3%,2%,8%,1%
CC(=O)N1CCOCCOCCN(C(C)=O)CCOCC1,0.0%,25%,4%,-1%,12%,29%,.
CC(=O)c1c(C)n(C)c2ccc(OC(=O)c3ccc([N+](=O)[O-])cc3)cc12,1.1%,1%,-12%,0%,2%,12%,-13%
CCOc1ccc(C(=O)NC2CCN(CC(=O)NCc3cccs3)CC2)cc1,0.2%,-5%[9.22 µM],6%,3%,1%,3%,6%
N#Cc1nc(-c2ccco2)oc1NCc1ccc(F)cc1,0.0%,1%,-10%,10%[38.3 µM],-4%,-22%[46.1 µM],.
N#CC1(c2ccccc2)CCCN1C(=O)c1ccccc1Br (configuration not stated),-1.7%,-13%,1%,10%[38.3 µM],-3%,10%[46.1 µM],.
CC(C)CC(NC(N)=O)C(=O)Nc1ccc(Cl)c(Cl)c1 (configuration not stated),-4.9%,-5%,7%,15%,1%,-1%,21%
CNC(=O)c1nc(C)n(-c2ccc(Cl)cc2Cl)n1,-2.8%,8%,6%,13%,-2%,1%,-7%
CC12CCC(C(=O)N(CC(O)CN3CCN(Cc4ccccc4)CC3)C1=O)C2(C)C (configuration not stated),0.6%,-13%[9.22 µM],23%,.,.,14%,-8%
Cc1ccc(Nc2nc(C(=O)N3CCC(C(=O)NC(C)C)CC3)cs2)cc1,-0.1%,11%[9.22 µM],10%,.,.,-6%,.
Cc1sc2c(c1C)c(=O)n(-c1ccc(Cl)cc1)c(=O)n2Cc1cc(=O)n2ccccc2n1,2.7%&0.0%,6%,6%,-7%,-3%,-31%,-2%

# Continued:
SMILES,Epigenetic derep,HttQ103 aggreg,CBFb RUNX1 block,IMPase Li cell,Luc counter,NPSR antagonist,L3MBTL1 inh
N=c1n(CCN2CCCC2)c2ccccc2n1CC(O)c1ccco1 (configuration not stated),-1.0%,-29%,4%,40%[activator][38.3 µM],0%,-1%[46.1 µM],.
CC(=O)Nc1nc2ccc(C(=O)NC3CCCCC3)cc2s1,1.2%,-16%,9%,6%,-1%,-24%[46.1 µM],6%
CSc1nc2ccccc2cc1/C=C(\C#N)c1cccc(C)c1,1.1%,-26%,6%,10%[38.3 µM],-4%,-11%[46.1 µM],4%
Cc1cc(NC(=O)CN2C(=O)NC(C)(CCc3ccccc3)C2=O)no1 (configuration not stated),-1.5%,15%,3%,10%,1%,6%,-2%
CC(Sc1ccccc1)C(=O)NN=C1CCN(C)CC1 (configuration not stated),-0.7%,-14%,-11%,-2%,2%,14%,7%
CC(C)(C)C(=O)O/N=C(\N)c1c(Cl)cccc1Cl,1.2%,-13%[9.22 µM],-6%,.,.,-9%,15%
FC(F)(F)c1ccc(N2CCOCC2)c(NC2=NCCCCC2)c1,0.3%,-4%,4%,0%[38.3 µM],-4%,2%[7.67 µM],11%
CCCCc1c(C)nc2c(OC)cccc2c1SCCC(=O)O,0.0%,-8%,1%,-14%,1%,-17%,2%
Cc1ccc(-c2nn(CCC(=O)O)cc2CCC(=O)O)cc1,-0.2%,-3%,0%,0%[38.3 µM],0%,-2%[46.1 µM],.
CN(NC(=O)C1CC(=O)N(c2ccccc2)C1)C1=NS(=O)(=O)c2ccccc21 (configuration not stated),3.9%,-12%,-1%,-7%,3%,11%,.
COc1ccc(C)cc1NC(=O)C(OC(=O)C1CC1)c1ccccc1 (configuration not stated),-1.5%,-2%,15%,10%,3%,-35%,5%
Cc1ccc(NC(=O)COC(=O)CCC(=O)c2ccc(C(C)(C)C)cc2)c([N+](=O)[O-])c1,-3.1%,-15%,-9%,12%,0%,-4%,-8%
Cc1cc(C)cc(NC(=O)Nc2ccc3ccccc3n2)c1,0.0%,-13%[9.22 µM],0%,.,.,8%,.
COc1ccc(CCNC(=O)CSc2nnc(CNC(=O)c3ccco3)o2)cc1OC,0.0%,3%,-1%,-8%[38.3 µM],1%,0%[46.1 µM],.
Cc1ccc(-c2nc(CSCC(=O)Nc3cc(C)on3)c(C)o2)cc1,1.7%,15%,11%,19%[38.3 µM],-3%,22%[46.1 µM],-14%
O=c1cnc2ccccc2n1CC1CCCCC1,1.3%,-2%,0%,0%[38.3 µM],-2%,?,10%
Cc1cccc(C2C3=C(Nc4[nH]n(-c5ccccc5)c(=O)c42)c2ccccc2C3=O)c1 (configuration not stated),6.9%,-2%,?,7%,-7%,-30%,-28%
C=CCOc1nc2c(c(=O)n(Cc3ccc(Cl)cc3)c(=O)n2C)n1C,?,14%,3%,.,.,-13%[46.1 µM],-1%
Nc1nnn(CC(=O)N/N=C/c2cccc3ccccc23)n1,0.0%,11%,-5%,-3%,1%,12%,-8%
C=CCOc1ccc(NC(=O)C(=O)NCCCn2ccnc2)cc1,-1.2%,2%,3%,3%[38.3 µM],-3%,5%[46.1 µM],-8%
Cc1cc2oc(=O)cc(-c3ccccc3)c2c(C)c1-c1ccc(C(F)(F)F)cc1,-0.1%,.,-20%,11%,2%[39.9 µM],.,8%
Cc1ccc2cc(/C=N/Nc3ccc(C(=O)O)cc3)c(Cl)nc2c1,-2.7%,-10%[9.22 µM],5%,.,.,-22%,.
O=C(Nc1cc(Cl)cc(Cl)c1)C1CCC(=O)N1Cc1ccccc1Cl (configuration not stated),0.0%,?,11%,26%[38.3 µM],-1%,-28%[46.1 µM],37%[activator]
COC(C[C@H](O)CC(=O)[C@H](C)OCc1ccccc1)OC,2.2%,23%[9.22 µM],3%,.,.,13%,.
CCC(NS(=O)(=O)c1ccc(C)cc1)C(=O)Nc1ccc(NC(C)=O)cc1 (configuration not stated),-0.9%,29%,11%,-6%[38.3 µM],1%,-6%[46.1 µM],.

# 3 entries already listed, ordered by length of the SMILES, rising.
SMILES,Epigenetic derep,HttQ103 aggreg,CBFb RUNX1 block,IMPase Li cell,Luc counter,NPSR antagonist,L3MBTL1 inh
CCCCc1c(C)nc2c(OC)cccc2c1SCCC(=O)O,0.0%,-8%,1%,-14%,1%,-17%,2%
Nc1nnn(CC(=O)N/N=C/c2cccc3ccccc23)n1,0.0%,11%,-5%,-3%,1%,12%,-8%
Cc1cc(NC(=O)CN2C(=O)NC(C)(CCc3ccccc3)C2=O)no1 (configuration not stated),-1.5%,15%,3%,10%,1%,6%,-2%

# (cont.)
SMILES,Epigenetic derep,HttQ103 aggreg,CBFb RUNX1 block,IMPase Li cell,Luc counter,NPSR antagonist,L3MBTL1 inh
CCOC(=O)N1CCN(C(=S)Nc2cc(OC)c(OC)cc2C(=O)OC)CC1,-1.2%,4%,3%,-27%[38.3 µM],1%,-7%[46.1 µM],1%
COc1ccc(N/C=C(\C2OC(=O)c3ccccc32)[N+](=O)[O-])cc1 (configuration not stated),-4.4%,16%,20%,-1%,-1%,-16%,.
Cc1cc(C)n(-c2cc(C(=O)O)cc(C(=O)O)c2)n1,-1.9%,-19%[9.22 µM],3%,5%,0%,7%,10%
NC[C@@H]1O[C@H](c2ccccc2)Cc2c1ccc(O)c2O,-0.2%,.,0%[21.7 µM],4%,0%,.,.
Cn1ccnc1SCC(=O)Nc1ccc2ccccc2c1,-0.8%,-5%,6%,-17%[38.3 µM],0%,-2%[46.1 µM],-7%
O=C(c1ccc(N2CCOCC2)nc1)N1CCOCC1,-7.1%,20%,5%,.,.,-6%[46.1 µM],-6%
Cc1ccc(C2CC(c3ccco3)n3ncnc3N2)cc1 (configuration not stated),1.0%,10%,0%,-2%[38.3 µM],2%,3%[46.1 µM],-4%

# Look-ups from the entries so far:
# `NC[C@@H]1O[C@H](c2ccccc2)Cc2c1ccc(O)c2O` in IMPase Li cell has 4%
# `O=C(c1ccc(N2CCOCC2)nc1)N1CCOCC1` in CBFb RUNX1 block has 5%
# `Cn1ccnc1SCC(=O)Nc1ccc2ccccc2c1` in HttQ103 aggreg has -5%
# `COc1ccc(N/C=C(\C2OC(=O)c3ccccc32)[N+](=O)[O-])cc1` (configuration not stated) in Luc counter has -1%
